High-throughput results from PubChem.
Mot1-301 SUMO – SUMOylation pathway inhibition by Mot1-301 growth rescue; 320,000 compounds, 1% hits; AID 2716; S. cerevisiae Mot1-301 growth rescue, ATP luminescence, 38.5C; percent above DMSO median, 100 means doubled; growth rescue, % at 18.8 µM;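 active means every valid replicate shows activation above 250% relative to neutral control wells; inactive means the rest, any valid replicate at or below 250%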;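 further: OY570 slx delta 5 strain wells were the positive control but not used for scaling; some compounds called inactive have numbers as strong as hits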
Rtt109 HAT inh – C. albicans Rtt109 histone acetyltransferase inhibition. purified Rtt109/Vps75, ThioGlo CoA-SH fluorescence, 4 h. inhibition, % at 34.9 µM. Q5AAJ8. 330,000 compounds, 0.16% hits;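 active means inhibition of at least 50% in every replicate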
Target sequence (Q5AAJ8 whole entry, looked up): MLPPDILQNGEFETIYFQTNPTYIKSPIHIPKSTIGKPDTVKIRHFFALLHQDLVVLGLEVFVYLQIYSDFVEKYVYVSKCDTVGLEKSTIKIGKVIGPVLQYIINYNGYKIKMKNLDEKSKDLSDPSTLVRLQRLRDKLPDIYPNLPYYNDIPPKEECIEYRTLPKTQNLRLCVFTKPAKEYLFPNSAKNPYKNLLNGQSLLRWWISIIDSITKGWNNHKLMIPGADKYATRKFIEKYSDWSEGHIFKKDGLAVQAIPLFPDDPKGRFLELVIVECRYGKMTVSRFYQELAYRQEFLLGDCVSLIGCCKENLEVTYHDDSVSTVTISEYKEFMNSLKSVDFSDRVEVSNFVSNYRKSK
RTF Ca sens act – cardiac RTF calcium sensitization; IANBD-labeled TnC RTF fluorescence at EC20 calcium; 0% EC20 calcium, 100% full calcium; activation, % at 7.2 µM; P19429+P45379; 340,000 compounds, 0.24% hits;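 active means activation above the mean over all tested compounds plus 3 SD, cut at about 30% in these data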;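 further: rise in fluorescence read as greater calcium sensitivity of cardiac thin filaments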
C-LANA FP – inhibitors of KSHV LANA C-terminal domain DNA binding; MBP-C-LANA/FAM-LBS DNA binding, fluorescence polarization; inhibition, % at 9 µM; 340,000 compounds, 0.078% hits;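 active means highest replicate inhibition at or above 60% at 9 µM, even if other replicates fall short; inactive means all replicates below 60% inhibition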;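 further: 0% = neutral control wells and 100% = 4 µM acridine orange control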
PfHsp90 set2 – inhibits growth of yeast expressing Plasmodium falciparum Hsp90; S. cerevisiae expressing PfHsp90, BacTiter-Glo ATP, 48 h; yeast lacking PDR1 and PDR3 efflux regulators; inhibition, % at 9.4 µM; 310,000 compounds, 0.32% hits; AID 504621;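 active means every replicate shows inhibition above about 80%, whatever the replicate mean, limit read from the data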;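 further: 0% = DMSO neutral controls and 100% = 20 µM radicicol positive controls; yeast relying on Plasmodium falciparum Hsp90 in place of its own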
Keap1 Nrf2 FP – inhibitors of human Keap1-Nrf2 protein-protein interaction. Q14145. Keap1 Kelch-Nrf2 peptide fluorescence polarization, 1536-well. inhibition, % at 9.4 µM. 340,000 compounds, 0.15% hits; in the data active means inhibition above about 12%;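 further: human Keap1 Kelch domain with fluorescein labeled Nrf2 9mer peptide probe; 0% = neutral control wells and 100% = peptide positive control; higher means more block of Keap1 binding to Nrf2 peptide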
dFosB activator – activators of mouse delta FosB homodimer; P13346; purified delta FosB, TAMRA-CDK5 oligo fluorescence polarization; percent of positive-control signal above neutral wells; activation, % at 25 µM; 340,000 compounds, 0.99% hits; AID 493131;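 active means mean activation above about 17%, with every replicate also reaching it, limit read from the data, passing the limit was not always enough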;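 further: fluorescence polarization rise as delta FosB binds a TAMRA Cdk5 AP-1 oligo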
PvdQ inh – blocks Pseudomonas aeruginosa PvdQ acylase activity. purified PvdQ acylase, fluorescence plate reader. inhibition, % at 10 µM. 340,000 compounds, 0.063% hits. AID 488965; in the data active means inhibition above about 30%, passing the limit was not always enough;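 further: 0% = vehicle neutral wells and 100% = reference inhibitor wells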
CDK5 inh – inhibitors of human CDK5/p35 kinase | Q00535+Q15078 | Recombinant CDK5/p35, ADP-Glo luminescence, 60 min | inhibition, % at 10 µM | 330,000 compounds, 0.01% hits | AID 488839;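 active means highest replicate inhibition of at least 50% and at least 75% of replicates reaching 50%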;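 further: plate controls were DMSO neutral control for no effect and GW8510 at 10 µM for full effect; many of its hits are not listed in these tables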
Target sequence (Q00535 whole entry, looked up): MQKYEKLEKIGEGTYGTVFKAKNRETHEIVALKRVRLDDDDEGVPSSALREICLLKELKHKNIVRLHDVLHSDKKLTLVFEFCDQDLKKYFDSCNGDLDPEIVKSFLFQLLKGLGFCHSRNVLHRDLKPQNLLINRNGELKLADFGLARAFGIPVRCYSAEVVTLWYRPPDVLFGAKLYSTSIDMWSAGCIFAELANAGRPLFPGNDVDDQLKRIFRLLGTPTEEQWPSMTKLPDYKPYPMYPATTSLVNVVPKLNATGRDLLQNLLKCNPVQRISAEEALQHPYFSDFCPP
Target sequence (Q15078 whole entry, looked up): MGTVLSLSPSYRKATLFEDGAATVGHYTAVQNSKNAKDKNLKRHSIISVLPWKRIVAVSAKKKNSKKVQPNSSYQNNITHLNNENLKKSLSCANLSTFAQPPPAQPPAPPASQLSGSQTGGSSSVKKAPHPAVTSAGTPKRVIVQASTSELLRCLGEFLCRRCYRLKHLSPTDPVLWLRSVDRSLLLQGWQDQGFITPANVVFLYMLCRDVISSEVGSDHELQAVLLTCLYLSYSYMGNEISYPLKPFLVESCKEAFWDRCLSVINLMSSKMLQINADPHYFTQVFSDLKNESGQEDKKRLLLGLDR
NSD2 inh – NSD2 (human) methyltransferase inhibition; NSD2 peptide methylation, AlphaScreen, 120 min; inhibition, % at 12.5 µM; 310,000 compounds, 0.54% hits; AID 743445; in the data active means inhibition above about 50%
RTF Ca sens inh – cardiac RTF calcium desensitization | P19429+P45379 | IANBD-labeled cardiac RTF, Ca2+ fluorescence | inhibition, % at 7.15 µM | 340,000 compounds, 0.12% hits;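 active means inhibition above the mean inhibition of all tested compounds plus 3 SD, cut at about 17% in these data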;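 further: assay run at fixed EC70 calcium of 1.6 mM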
Starred values were filed as active, the others as inactive; i = inactive; nt = no result given.

SMILES	Mot1-301 SUMO	Rtt109 HAT inh	RTF Ca sens act	C-LANA FP	PfHsp90 set2	Keap1 Nrf2 FP	dFosB activator	PvdQ inh	CDK5 inh	NSD2 inh	RTF Ca sens inh
Cc1cc(C)c2cc(CN(Cc3cccnc3)C(=O)c3ccc(F)cc3)c(Cl)nc2c1	-8	10	1	0.2	1	2	-15	9	3.8	-3	0
Cc1nn(CC(=O)Nc2ccc(N(C)C)cc2)c(C)c1[N+](=O)[O-]	-8	nt	-7	-3.7	-3	-6	-2	8	-0.6	0	6
COc1cc(C(=O)N2CCC(NC(=O)C(Cc3ccc(C(C)C)cc3)NC(C)=O)CC2)cc(OC)c1OC (centres undefined)	-1	5	-2	0.4	-19	-2	-5	-9	nt	2	-4
COc1ccc(C2Nc3ccccc3C(=O)N2NS(=O)(=O)c2ccccc2)c(OC)c1 (centres undefined)	108	6	0	-0.7	4	3	-1	6	-0.7	-1	3
Cc1ccc(S(=O)(=O)CC(=O)c2ccc(C)c([N+](=O)[O-])c2)cc1	-2	-6	-4	-2.1	16	-2	1	6	-2.5	-1	6
CCC(C)NC(=O)C1(NC(=O)Nc2ccccc2)CCCCC1 (centres undefined)	6	0	7	-0.2	1	-5	-1	-5	0.4	-2	0
Cc1cc(SCC(=O)N2CCCC2)nc2ccccc12	-5	7	3	0.0	28	-1	-1	-14	-0.2	0	1
CCn1c(SCC(=O)Nc2cc(S(=O)(=O)N3CCOCC3)ccc2OC)nnc1-c1ccncc1	-18	0	1	0.3	10	1	-1	-4	1.6	1	2
Cc1cc(-n2c(C)cc(C(=O)CSc3ccccn3)c2C)no1	24	-3	-3	0.9	-15	-4	1	-5	-0.1	1	-1
Cc1ccc(S(=O)(=O)N(C)CC(=O)N2CCCC2)cc1	-29	1	-1	0.2	12	2	-2	-10	0.7	0	-7
CN1CCN(C(=O)CN(C2CCCCC2)S(=O)(=O)c2ccc(Br)cc2)CC1	-7	2	-1	-1.3	-1	0	-6	-12	-0.4	0	-6
CN(C)c1ccc(C(=O)c2ccccc2C(=O)O)cc1[N+](=O)[O-]	20	-1	3	-8.1	-9	3	-1	2	0.1	-1	-5
CCOc1ccc(C(=O)NNC2CC(=O)N(Cc3ccc(Cl)cc3)C2=O)cc1OC (centres undefined)	-3	-7	0	1.1	-13	-3	-16	-3	0.7	nt	2
Cc1[nH]c2ccc(F)cc2c1CCN(Cc1ccco1)C(=S)NC(C)(C)C	-8	5	6	-0.2	10	-5	-12	-14	-3.9	-4	-5
O=C(Nc1cc([N+](=O)[O-])ccc1O)c1cccc([N+](=O)[O-])c1	16	9	-2	-0.9	8	-2	-5	-10	0.1	-2	1
Cc1c(NC(=O)c2ccc3nsnc3c2)cccc1[N+](=O)[O-]	-22	6	-8	-0.3	-4	1	-3	11	1.9	-1	-7
COC(=O)c1ccc(C2NC(C(=O)O)CS2)cc1 (centres undefined)	0	-1	3	0.6	-1	-2	1	-5	-0.4	-1	4
CCN(CC)S(=O)(=O)c1cccc(-c2n[nH]c(=S)n2CC(C)C)c1	4	7	3	-1.4	8	-4	-7	-10	0.8	-7	-11
COc1ccccc1C(=O)NCCC(=O)Nc1cccc(S(=O)(=O)N2CCCC2)c1	4	-6	-1	0.3	nt	1	-7	1	-0.2	2	0
CC(=O)c1ccc(OCC(=O)OCC(=O)Nc2sccc2C(N)=O)cc1	-10	4	-3	0.8	17	1	-11	-6	-0.3	0	0
CC(O)(CS(=O)(=O)Cc1cccc(C(F)(F)F)c1)C(=O)Nc1cccc(C(F)(F)F)c1 (centres undefined)	0	-6	-3	0.4	8	6	-12	-7	0.9	-1	-3
CCC(C)N(C(=O)Cn1c(Cl)nc2c1c(=O)n(C)c(=O)n2C)C1CCS(=O)(=O)C1 (centres undefined)	-5	4	8	-0.6	-8	-3	4	1	1.4	-2	3
COc1cc(C(=O)NCC(c2cccs2)N(C)C)cc(Cl)c1OC(C)C (centres undefined)	-14	6	1	-0.4	8	4	-6	8	0.2	nt	3
CC1CCCN(S(=O)(=O)c2ccc(NC(=O)C3CC(=O)N(C(C)(C)C)C3)cc2)C1 (centres undefined)	-7	-5	-3	0.7	nt	1	1	-12	0.6	3	-13
Cn1ccc(C(=O)N/N=C/c2c[nH]c3ccccc23)n1	10	11	2	-0.9	18	-4	-2	12	0.9	29	-41

Some of these compounds in order of SMILES length, low to high.
SMILES	Mot1-301 SUMO	Rtt109 HAT inh	RTF Ca sens act	C-LANA FP	PfHsp90 set2	Keap1 Nrf2 FP	dFosB activator	PvdQ inh	CDK5 inh	NSD2 inh	RTF Ca sens inh
Cc1cc(-n2c(C)cc(C(=O)CSc3ccccn3)c2C)no1	24	-3	-3	0.9	-15	-4	1	-5	-0.1	1	-1
Cc1c(NC(=O)c2ccc3nsnc3c2)cccc1[N+](=O)[O-]	-22	6	-8	-0.3	-4	1	-3	11	1.9	-1	-7
CC(=O)c1ccc(OCC(=O)OCC(=O)Nc2sccc2C(N)=O)cc1	-10	4	-3	0.8	17	1	-11	-6	-0.3	0	0
CN(C)c1ccc(C(=O)c2ccccc2C(=O)O)cc1[N+](=O)[O-]	20	-1	3	-8.1	-9	3	-1	2	0.1	-1	-5
Cc1nn(CC(=O)Nc2ccc(N(C)C)cc2)c(C)c1[N+](=O)[O-]	-8	nt	-7	-3.7	-3	-6	-2	8	-0.6	0	6
CCOc1ccc(C(=O)NNC2CC(=O)N(Cc3ccc(Cl)cc3)C2=O)cc1OC (centres undefined)	-3	-7	0	1.1	-13	-3	-16	-3	0.7	nt	2
Cc1ccc(S(=O)(=O)CC(=O)c2ccc(C)c([N+](=O)[O-])c2)cc1	-2	-6	-4	-2.1	16	-2	1	6	-2.5	-1	6
COc1ccc(C2Nc3ccccc3C(=O)N2NS(=O)(=O)c2ccccc2)c(OC)c1 (centres undefined)	108	6	0	-0.7	4	3	-1	6	-0.7	-1	3
CC1CCCN(S(=O)(=O)c2ccc(NC(=O)C3CC(=O)N(C(C)(C)C)C3)cc2)C1 (centres undefined)	-7	-5	-3	0.7	nt	1	1	-12	0.6	3	-13

More structures
SMILES	Mot1-301 SUMO	Rtt109 HAT inh	RTF Ca sens act	C-LANA FP	PfHsp90 set2	Keap1 Nrf2 FP	dFosB activator	PvdQ inh	CDK5 inh	NSD2 inh	RTF Ca sens inh
O=C(CSc1nnc2ccccn12)Nc1ncc(Cl)cc1Cl	167	-5	-2	0.0	nt	-2	-2	-15	-0.7	0	-6
C=CCN(c1ccc(Br)cc1C(=O)OC)S(C)(=O)=O	8	-13	2	-0.6	20	-2	0	-4	-0.4	nt	-2
Cc1cc(=O)[nH]c(SCC(=O)c2ccc3c(c2)NC(=O)CO3)n1	-24	1	3	-1.7	4	-6	-9	-10	1.8	0	-17
COc1cc2c(cc1OC)C(c1ccc(OC)c(OC)c1OC)CC(=O)N2 (centres undefined)	-7	17	-6	nt	0	0	-6	-3	-1.1	4	2
COC(=O)Cc1c(O)ccn(Cc2ccc(OC)c(OC)c2)c1=O	0	-2	-1	-0.2	-10	3	0	7	0.5	-4	-4
O=C(COC(=O)c1ccco1)c1ccc(Cl)cc1	-30	5	1	-0.4	9	0	-1	18	-0.8	0	-9
CCOCCCn1c(=NC(C)=O)c(C#N)cc2c(=O)n3ccccc3nc21	-4	i	3	-0.3	-8	-2	-8	-33	1.7	-2	-3
CC(=O)N/C(=C\c1cccs1)C(=O)O	-10	-4	1	-1.5	13	-4	1	-12	0.6	-2	-4
Cc1cc(-c2ccc(S(=O)(=O)N3CCN(c4cccc(C(F)(F)F)c4)CC3)s2)on1	-18	4	-5	-0.4	13	3	-3	0	nt	1	3
O=C(COc1cc2oc(=O)c3c(c2cc1Cl)CCC3)NCCCN1CCOCC1	-8	1	-2	-0.6	-177	-2	-20	-9	0.2	1	-3
CN(C)c1ccc(/C=C2/NC(=O)NC2=O)cc1	14	3	10	-1.8	-9	-10	0	-10	0.1	11	-10
CN(C)c1nc2ccccc2c(N)c1-c1ccccc1	20	12	3	-0.1	20	2	-7	-20	0.9	1	3
Cc1ccc(S(=O)(=O)N2CCN(CCOc3cccc(C)c3)CC2)cc1	4	10	-1	-1.6	4	-2	-7	0	0.1	0	-11
COC(=O)c1ccc(CN2C(=O)NC(CC(C)C)C2=O)cc1 (centres undefined)	-16	-9	5	-1.7	16	-4	-2	-12	3.9	-1	0
CCOC(=O)N1CCN(Cc2nc3cc([N+](=O)[O-])ccc3n2C)CC1	11	-2	1	0.2	-11	-1	-2	-4	0.5	4	-5
Oc1ccc2ccccc2c1C=Nc1ccccc1-c1nc2ccccc2[nH]1	-10	3	0	-1.5	5	-9	-13	-26	-0.3	-3	-4
COC(=O)c1[nH]c2ccccc2c1NC(=O)CN1CCCCCC1	-14	6	-2	1.5	-137	5	-3	-7	-1.2	4	-2
Cn1c(N=NC(=O)c2ccccc2)c(O)c2ccccc21	-28	-13	-4	-0.5	-5	-1	-16	-16	1.3	8	-7
O=C(Nc1nnc(Cc2ccc([N+](=O)[O-])cc2)s1)Nc1ccccc1F	-8	0	3	-1.5	-34	4	8	-7	-0.5	-6	-14
Cc1ccc(C)c(C(=O)CSc2nnnn2-c2cccnc2)c1	2	5	6	1.1	5	-4	-11	-18	2.2	-3	4
CCOc1ccc(-c2cc(NC(=O)Cn3ncc4c3-c3ccccc3OC4)on2)cc1OCC	16	0	0	0.9	-9	1	39*	-4	-2.1	nt	-11
CC(=O)Nc1ccc(NC(=O)CSc2nnc3ccc(-c4ccc(F)cc4)nn23)cc1	-3	6	2	3.3	-34	5	-2	8	-0.2	3	-2
COc1ccc(CCNC(=O)c2cccc3c2C(=O)N(C2CCCCC2)C3)cc1OC	2	-2	0	0.0	-15	0	-12	-8	nt	3	-7
Cc1ccc(S(=O)(=O)N2[C@@H](c3ccc(C(C)(C)C)cc3)C(C(=O)O)=CC[C@H]2c2ccc3c(c2)OCO3)cc1	233	2	-10	0.3	-17	1	-13	-11	-1.2	nt	-1
Cc1cccc(NC(=S)NC(=O)c2ccco2)c1C	-10	4	-6	-0.7	1	-6	1	-12	0.0	2	3
Cc1ccc2nc(Cc3ccc(N)cc3)oc2c1	253	3	-10	0.8	6	-9	-4	11	2.3	0	-8
CCCCn1cnc2c(SCc3ccc(Cl)cc3)nc(N)nc21	nt	-6	4	-1.3	-4	-2	6	-17	-0.6	-5	-9
O=C(Cc1cccs1)Nc1cccc(C(=O)Nc2ccc(C(=O)O)cc2)c1	1	17	nt	-0.3	2	-4	-7	14	0.6	0	nt
